Assay outcomes deposited in PubChem by several laboratories.
PP5 inh: PP5 phosphatase inhibitors, primary screen, biochemical, fluorescence; Serine/threonine-protein phosphatase 5 (Homo sapiens), P53041; purified PP5c, OMFP substrate fluorescence; inhibition, % at 6.7 µM; 0.18% of 320,000 active;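 active = inhibition above the campaign's mean inhibition across all tested compounds plus 3 SD, cut at about 9.5% in these data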;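 note: 0% = DMSO only and 100% = 100 µM cantharidin control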
EBNA-1 inhibitor: EBNA-1 DNA-binding inhibitors, primary screen, biochemical, fluorescence polarization. inhibition, % at 14.8 µM. 0.34% of 300,000 active; in the data active = inhibition above about 28%
PREPL inhibitor: PREPL enzyme inhibitors, primary screen, biochemical, fluorescence polarization; inhibition, % at 5.96 µM; recombinant PREPL, fluorescence polarization activity-based probe; 0.68% of 320,000 active; Prolyl endopeptidase-like (Homo sapiens), Q4J6C6; in the data active = inhibition above about 43%;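 note: 0% = enzyme with DMSO and 100% = wells lacking enzyme; many of its hits are not listed in these tables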
Target sequence (Q4J6C6 whole entry, looked up): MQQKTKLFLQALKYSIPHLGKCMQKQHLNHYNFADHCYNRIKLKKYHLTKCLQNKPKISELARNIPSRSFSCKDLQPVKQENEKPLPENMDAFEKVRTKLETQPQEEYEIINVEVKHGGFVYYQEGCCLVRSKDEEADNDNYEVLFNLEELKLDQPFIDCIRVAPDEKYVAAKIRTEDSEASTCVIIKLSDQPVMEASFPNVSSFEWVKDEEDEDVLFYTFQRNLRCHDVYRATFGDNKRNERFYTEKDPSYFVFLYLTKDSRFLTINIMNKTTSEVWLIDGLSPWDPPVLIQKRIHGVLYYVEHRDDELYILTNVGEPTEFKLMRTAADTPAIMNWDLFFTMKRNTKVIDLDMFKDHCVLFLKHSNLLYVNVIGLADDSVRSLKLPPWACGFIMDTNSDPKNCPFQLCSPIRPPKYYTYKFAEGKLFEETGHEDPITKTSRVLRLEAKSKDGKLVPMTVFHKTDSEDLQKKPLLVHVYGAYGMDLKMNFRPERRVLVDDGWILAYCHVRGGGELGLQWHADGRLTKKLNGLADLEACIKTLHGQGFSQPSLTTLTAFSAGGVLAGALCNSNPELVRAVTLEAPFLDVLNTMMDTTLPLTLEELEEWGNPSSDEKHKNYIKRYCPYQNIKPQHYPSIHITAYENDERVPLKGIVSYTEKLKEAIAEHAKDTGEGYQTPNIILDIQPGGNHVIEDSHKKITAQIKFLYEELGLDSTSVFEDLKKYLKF
TPT1 inh: Candida albicans TPT1 enzyme inhibitors, primary screen, biochemical, fluorescence polarization. tRNA 2'-phosphotransferase TPT1 (Candida albicans SC5314). recombinant caTPT1, FP RNA substrate dephosphorylation. inhibition, % at 5 µM. 0.81% of 300,000 active. AID 1962, 2009;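 active = inhibition above the mean of all tested compounds plus 3 SD, set per screening campaign, cut at about 24% in these data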;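 note: plate controls were DMSO alone for no effect and ferristatin control at 100 nM for full effect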
Fh CTSL1 inh: Fasciola hepatica cathepsin L1 inhibitors, primary screen, counter-screen for PFM18AAP inhibitor project, biochemical, QFRET, fluorogenic peptide substrate. recombinant F. hepatica cathepsin L1, Z-Leu-Arg-MCA fluorescence. inhibition, % at 5.96 µM. 0.49% of 300,000 active. AID 1906, 2009;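 active = inhibition above the mean of all tested compounds plus 3 SD, set per screening campaign, cut at about 17% in these data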;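 note: 0% = plate median of test compound wells and 100% = 1 µM Z-Phe-Ala-diazomethylketone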
ZTA DNA inh: ZTA (EBV) inhibition in EBNA-1 counter-screen; 0.15% of 320,000 active; ZTA-DNA binding, fluorescence polarization; P03206; inhibition, % at 11 µM; in the data active = inhibition above about 33%
Target sequence (P03206 whole entry, looked up): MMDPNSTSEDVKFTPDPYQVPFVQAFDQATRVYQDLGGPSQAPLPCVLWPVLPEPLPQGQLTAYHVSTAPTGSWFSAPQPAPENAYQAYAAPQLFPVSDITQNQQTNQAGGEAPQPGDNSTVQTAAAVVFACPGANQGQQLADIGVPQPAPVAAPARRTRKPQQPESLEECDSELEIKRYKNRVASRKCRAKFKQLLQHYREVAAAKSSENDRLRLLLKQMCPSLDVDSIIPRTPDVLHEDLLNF
core dimer inh: inhibitors of HCV core protein dimerization, primary screen, biochemical, TR-FRET, high-throughput. inhibition, % at 5 µM. AID 1899, 2009. 0.33% of 300,000 active. TR-FRET GST/Flag-core106 dimerization, 1536-well;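 active = inhibition above the mean of all tested compounds plus 3 SD, set per screening campaign, cut at about 45% in these data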
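Material: Tagged HCV core106 pair (GST and Flag) | Amount: GST-core106 13.5 nM, Flag-core106 17 nM | Medium: KF-containing HEPES buffer, pH 7.45, DTT, CHAPS, BSA | Reagent: Eu donor and XL665 acceptor anti-tag antibodies | Schedule: 4 h at 22.5 °C | Technique: Time-resolved FRET, ex 340 nm, em 617 and 671 nm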
Efflux pump inh: inhibitors of Candida efflux pumps in yeast, primary screen, S. cerevisiae, Nile Red, multiplex. S. cerevisiae Candida pump triplex. inhibition, % at 10 µM. 0.44% of 330,000 active. AID 485275, 2010;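 active = plate passing quality check with inhibition over a set limit, or well fluorescence over plate mean plus 4 SD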;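 note: Nile Red retained in pooled yeast measured as flow cytometry median fluorescence; 0% = buffer negative control and 100% = Enniatin B positive control; higher means more Nile Red kept so more efflux inhibition; some compounds called inactive have numbers as strong as hits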
PP1 counter: PP1-alpha phosphatase inhibitors, primary screen, counter-screen for PP5 inhibitor project, biochemical, fluorescence, OMFP substrate, single point; Serine/threonine-protein phosphatase PP1-alpha catalytic subunit (Homo sapiens), P62136; purified PP1alpha; inhibition, % at 6.7 µM; 0.9% of 320,000 active;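 active = inhibition above the mean inhibition of all tested compounds plus 3 SD, computed separately for each screening campaign, cut at about 15% in these data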
An asterisk follows results filed as active; / = not tested or not shown. These rows are one share of the data; the hit share may differ from the screen's.

SMILES | PP5 inh | EBNA-1 inhibitor | PREPL inhibitor | TPT1 inh | Fh CTSL1 inh | ZTA DNA inh | core dimer inh | Efflux pump inh | PP1 counter
CC(=O)Nc1ccc(S(=O)(=O)Nc2ccc3ccccc3n2)cc1 | -1.0 | -2 | -10 | -3 | 0 | -4 | 6 | -0.1 | 0
CCCn1c(SCC(=O)N2CCN(S(=O)(=O)c3ccc(Cl)cc3)CC2)n[nH]c1=O | -0.2 | -1 | 6 | -4 | -35 | -1 | 3 | 0.0 | -1
COC(=O)c1[nH]c2cc(OC)ccc2c1NC(=O)c1ccc2c(c1)OCO2 | 6.2 | -7 | 19 | 4 | -1 | 6 | -1 | 0.2 | -2
CCn1c(CNc2cccc(Cl)c2)nnc1SCc1ccccc1 | 0.1 | 2 | -14 | 0 | 0 | 10 | 7 | 0.0 | 2
Cc1cccc(-n2ncc3c(NCc4cccs4)ncnc32)c1 | 4.8 | 5 | 2 | -2 | -3 | -12 | 1 | 0.0 | -4
CCN1C(=O)/C(=C\N(C)C)S/C1=N\S(=O)(=O)c1ccc(C)cc1 | 0.3 | 5 | -1 | 2 | -3 | 12 | 1 | 0.0 | -6
CS(=O)(=O)c1ccc(Cl)c(NC(=O)c2ccc3ccccc3c2)c1 | 3.9 | -7 | -2 | -3 | -2 | -10 | -4 | 0.0 | -2
COc1ccccc1C(=O)NC(C)c1nc2ccccc2[nH]1 (centres undefined) | 1.3 | -3 | -16 | 2 | -5 | 21 | 0 | -0.1 | 0
CCCC(C(=O)NC1=NCCS1)c1ccccc1 (centres undefined) | -1.2 | 2 | -2 | 1 | 0 | -7 | 1 | 0.1 | -1
CCOc1ccc(NC(=O)c2sc3nc4n(c(=O)c3c2C)CCC4)cc1 | 0.2 | 1 | 14 | -4 | 2 | -2 | -2 | 0.0 | -2
COc1ccc(CCNC2=NCCS2)cc1OC | -0.4 | -3 | -6 | -1 | -2 | 13 | -1 | 0.0 | -3
Cc1cc(C)c(S(=O)(=O)N2CCOC2CNC(=O)C(=O)NCCN2CCOCC2)c(C)c1 (centres undefined) | 2.4 | -11 | 4 | -1 | 1 | -5 | -1 | 0.4 | -2
O=C(COC(=O)c1ccco1)NC1CCCC1 | -0.6 | 2 | -3 | -2 | -9 | 4 | -8 | -0.1 | -2
Fc1ccc(C[n+]2csc3ccccc32)cc1 | 2.2 | 4 | -9 | 0 | 0 | -5 | -7 | 0.8 | 4
CCOc1ccc(/C=C/C(O)=C2/C(=O)NC3(C)CC2c2ccccc2O3)cc1OC (centres undefined) | -0.1 | -9 | -6 | -2 | -1 | 9 | 4 | 0.0 | -1
CN(CCO)c1nc(N)c2c(N)nc3c(c2c1C#N)CC(=O)N3C1CCCC1 | 5.7 | 0 | 39 | 7 | -1 | 5 | -1 | 0.0 | -1
CCOc1cc(/C=C2\CN(C)C/C(=C\c3ccc(O)c(OCC)c3)C2=O)ccc1O | 2.9 | 4 | 15 | 5 | 1 | 10 | 13 | -2.4 | 5
COc1ccc(N=C2SC(CC(=O)Nc3cccc(Cl)c3)C(=O)N2Cc2ccco2)cc1 (centres undefined) | 1.0 | 4 | 4 | -3 | -3 | -7 | 8 | 0.2 | -1
CN(CC(=O)Nc1ccc(OC(F)(F)F)cc1)C(=O)Cc1c(Cl)cccc1Cl | 5.2 | -11 | 6 | -4 | 3 | -20 | -9 | 0.1 | 5
c1ccc(-n2nnnc2SCc2cccc(CSc3nnnn3-c3ccccc3)n2)cc1 | 0.7 | 9 | 15 | 0 | 4 | 4 | 10 | 0.1 | 3
CN(C)C(=O)COC(=O)c1ccccc1Sc1ccccc1C#N | -0.8 | -10 | 0 | 3 | -4 | -8 | 4 | 0.3 | 0
Cc1ccc(C(C(=O)NC2CCCC2)N(C(=O)CNC(=O)c2cccs2)c2cccnc2)o1 (centres undefined) | -1.9 | 2 | 5 | -8 | -3 | -16 | -4 | -0.1 | 0
OCC[C@@H]1C[C@@H](O)[C@H](O)[C@]2(Cc3ccccc3CO2)O1 | 2.1 | -1 | 9 | 5 | -4 | 7 | -8 | 0.1 | 2
O=C(O)CC(NC(=O)C12CC3CC(CC(C3)C1)C2)c1ccc(Cl)cc1 (centres undefined) | 1.0 | -3 | 5 | 0 | -4 | -3 | 0 | -0.2 | -2
COc1cc(C(=O)Nc2ccc(NC(=O)c3ccccc3)nc2)cc(OC)c1OC | 3.1 | -23 | -3 | -1 | -4 | -7 | -6 | 0.0 | -3
(next part)
SMILES | PP5 inh | EBNA-1 inhibitor | PREPL inhibitor | TPT1 inh | Fh CTSL1 inh | ZTA DNA inh | core dimer inh | Efflux pump inh | PP1 counter
Cn1c(=O)c2[nH]c(-c3ccc(S(=O)(=O)O)cc3)nc2n(C)c1=O | 0.8 | 6 | -16 | -2 | 9 | -14 | -15 | 0.2 | 1
CC(C)CC(OC(=O)c1cccs1)C(=O)NCc1cccs1 (centres undefined) | 1.6 | -9 | 1 | -1 | -38 | -3 | 1 | 0.2 | 0
Cc1ccc(NC(=O)c2sc3ccccc3c2Cl)nc1 | 0.8 | 0 | 12 | -1 | -1 | 4 | -44 | 0.0 | -1
COc1cccc(N2CCN(C3CC(=O)N(c4cccc(Cl)c4)C3=O)CC2)c1 (centres undefined) | -2.1 | 9 | 6 | 0 | -2 | 9 | -1 | -0.1 | 2
Cc1ccc(C(C)(C)C)cc1S(=O)(=O)Nc1ncnc2sccc12 | 1.6 | / | 5 | / | / | 3 | / | 0.7 | -4
O=[N+]([O-])c1ccc(C(=S)N2CCC(Cc3ccccc3)CC2)cc1 | 1.8 | 4 | 1 | -3 | -3 | -9 | 10 | -0.1 | 4
COCC(=O)Nc1cc(C)cn(Cc2ccc(F)cc2)c1=O | -4.0 | -1 | 1 | -2 | 4 | 6 | -10 | -0.2 | 4
O=C(N=Nc1c(O)[nH]c2ccccc12)c1ccc2c(c1)OCO2 | -0.6 | -1 | -3 | -1 | 0 | 1 | -13 | -0.1 | -3
COc1ccc(Nc2nnc(C)c3ccccc23)cc1 | 1.8 | -17 | 1 | -1 | 1 | 11 | -3 | -0.1 | -3
COc1ccccc1NS(=O)(=O)c1cccc(C(=O)NCc2ccccn2)c1 | 1.6 | 5 | -1 | 2 | -4 | -10 | -3 | 0.0 | -3
CNC(C)c1ccc(S(N)(=O)=O)cc1 (centres undefined) | 1.0 | -2 | 13 | 0 | -3 | 3 | 1 | 0.1 | -1
OCCN(Cc1ccccc1)Cc1nc(CC2CC2)no1 | -1.7 | 5 | 15 | 5 | -1 | 0 | 4 | 0.0 | -1
Cn1c(=O)oc2cc(S(=O)(=O)N3CCN(c4ccccc4)CC3)ccc21 | -0.8 | 3 | -26 | 18 | 0 | 1 | 2 | 0.0 | -3
Cc1cc(/C=C\c2ccccc2)nc2ccccc12 | 2.7 | 0 | -9 | 3 | 9 | 7 | 6 | 0.0 | -2
COc1ccccc1N1CCN(C(=O)C(C)N(c2ccc(C)c(C)c2)S(C)(=O)=O)CC1 (centres undefined) | 2.9 | -16 | 12 | 0 | -2 | -3 | 11 | 0.1 | -4
Cc1c(-c2ccccc2)c(=O)oc2cc(O)ccc12 | -0.8 | 5 | -1 | -2 | -1 | 6 | -2 | 0.0 | -3
CN(C)S(=O)(=O)c1ccc(Cl)c(NC(=O)COC(=O)c2ccc(O)cc2)c1 | -1.1 | 8 | -2 | -3 | -3 | 7 | -1 | -0.2 | -2
N#Cc1ccc(C(=O)Nc2nc(-c3cccs3)c(C(=O)C(F)(F)F)s2)cc1 | 1.6 | 10 | 8 | -2 | 4 | 1 | -2 | -0.2 | -1
C=C(C)[C@@H]1CC[C@]2(C(=O)O)CC[C@]3(C)[C@H](CC[C@@H]4[C@@]5(C)CC[C@H](O)C(C)(C)[C@@H]5CC[C@]43C)[C@@H]12 | -0.5 | 0 | 2 | -1 | -2 | 6 | 19 | 0.0 | -1
C/C(CC(=O)Nc1ccccn1)=N\NC(=O)C(=O)Nc1cccc(Cl)c1C | -0.7 | 6 | 7 | -2 | -2 | -4 | 1 | 0.0 | 0
CC(=O)N1c2ccc(S(=O)(=O)N3CCC(C(=O)NCc4ccc(F)cc4)CC3)cc2CC1C (centres undefined) | -0.2 | 2 | 1 | 0 | 0 | 1 | 7 | -0.1 | 1
CCCSC1=C(C#N)C(c2cc(OC)ccc2OC)CC(=O)N1 (centres undefined) | -2.2 | 8 | 6 | 3 | -1 | 5 | 3 | -0.1 | 1
CC1Cc2ccccc2N1C(=O)CNCCCN(C)C (centres undefined) | 0.3 | 8 | 4 | 0 | 0 | -14 | -4 | -0.1 | 0
CC(C)(C)c1ccc(/C=C/C(=O)N2CCOCC2)cc1 | 4.7 | 0 | 10 | 1 | -1 | 6 | -13 | 0.7 | 4
CN(CC(=O)Nc1cccc(S(=O)(=O)NC2=NCCCCC2)c1)Cc1ccc(C(C)(C)C)cc1 | 2.6 | 0 | 34 | -5 | 0 | 7 | 7 | 0.0 | 7
O=C(C1CC12CCCC2)N1CCC(CO)(Cc2ccccc2Cl)CC1 (centres undefined) | 2.9 | 4 | 2 | -1 | -1 | -1 | -2 | 0.7 | 5

Of the compounds above, these contain four or more nitrogen atoms:
SMILES | PP5 inh | EBNA-1 inhibitor | PREPL inhibitor | TPT1 inh | Fh CTSL1 inh | ZTA DNA inh | core dimer inh | Efflux pump inh | PP1 counter
CCCn1c(SCC(=O)N2CCN(S(=O)(=O)c3ccc(Cl)cc3)CC2)n[nH]c1=O | -0.2 | -1 | 6 | -4 | -35 | -1 | 3 | 0.0 | -1
CCn1c(CNc2cccc(Cl)c2)nnc1SCc1ccccc1 | 0.1 | 2 | -14 | 0 | 0 | 10 | 7 | 0.0 | 2
Cc1cccc(-n2ncc3c(NCc4cccs4)ncnc32)c1 | 4.8 | 5 | 2 | -2 | -3 | -12 | 1 | 0.0 | -4
Cc1cc(C)c(S(=O)(=O)N2CCOC2CNC(=O)C(=O)NCCN2CCOCC2)c(C)c1 (centres undefined) | 2.4 | -11 | 4 | -1 | 1 | -5 | -1 | 0.4 | -2
CN(CCO)c1nc(N)c2c(N)nc3c(c2c1C#N)CC(=O)N3C1CCCC1 | 5.7 | 0 | 39 | 7 | -1 | 5 | -1 | 0.0 | -1
c1ccc(-n2nnnc2SCc2cccc(CSc3nnnn3-c3ccccc3)n2)cc1 | 0.7 | 9 | 15 | 0 | 4 | 4 | 10 | 0.1 | 3
Cc1ccc(C(C(=O)NC2CCCC2)N(C(=O)CNC(=O)c2cccs2)c2cccnc2)o1 (centres undefined) | -1.9 | 2 | 5 | -8 | -3 | -16 | -4 | -0.1 | 0
Cn1c(=O)c2[nH]c(-c3ccc(S(=O)(=O)O)cc3)nc2n(C)c1=O | 0.8 | 6 | -16 | -2 | 9 | -14 | -15 | 0.2 | 1
C/C(CC(=O)Nc1ccccn1)=N\NC(=O)C(=O)Nc1cccc(Cl)c1C | -0.7 | 6 | 7 | -2 | -2 | -4 | 1 | 0.0 | 0
CN(CC(=O)Nc1cccc(S(=O)(=O)NC2=NCCCCC2)c1)Cc1ccc(C(C)(C)C)cc1 | 2.6 | 0 | 34 | -5 | 0 | 7 | 7 | 0.0 | 7
